# TNAP inh no acc: inhibitors of human TNAP without phosphate acceptor; purified TNAP, CDP-star luminescence, 30 min; inhibition, % at 20 µM; actives 0.26% (n = 200,000);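 active means tissue-nonspecific alkaline phosphatase inhibition above about 50% at 20 µM in the single-dose screen, limit read from the data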;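 further: 0% = DMSO negative control and 100% = EDTA positive control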
# PMI act: activators of human phosphomannose isomerase; P34949; purified human PMI, coupled resazurin fluorescence, 20 min; stronger effect = higher value; 1 = vehicle control, 0 substrate-free wells; activation factor at 20 µM; actives 0.005% (n = 190,000); AID 1214;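 active means activation factor of 2 or more at 20 µM, relative to plate controls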
# Target sequence (P34949 whole entry, looked up): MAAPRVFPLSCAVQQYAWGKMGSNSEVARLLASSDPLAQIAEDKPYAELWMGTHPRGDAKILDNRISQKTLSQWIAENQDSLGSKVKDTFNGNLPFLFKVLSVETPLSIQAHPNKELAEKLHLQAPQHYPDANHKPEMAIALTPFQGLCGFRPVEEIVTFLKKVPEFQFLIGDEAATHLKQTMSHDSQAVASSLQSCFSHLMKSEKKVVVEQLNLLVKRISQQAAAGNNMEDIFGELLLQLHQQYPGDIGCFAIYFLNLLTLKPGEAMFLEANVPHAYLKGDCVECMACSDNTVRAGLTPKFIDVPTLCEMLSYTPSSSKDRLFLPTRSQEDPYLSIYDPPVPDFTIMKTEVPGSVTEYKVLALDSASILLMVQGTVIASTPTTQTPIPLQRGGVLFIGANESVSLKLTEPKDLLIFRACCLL
# G6PDH counter: counter-screen for G6PDH assay hits: L. mesenteroides G6PDH inhibition. Purified L. mesenteroides G6PDH, diaphorase/resazurin coupled fluorescence, 45 min. inhibition, % at 5 µM. actives 0.12% (n = 200,000). AID 1020; in the data active means inhibition above about 50%
# TNAP inh hiacc: inhibitors of human TNAP at high phosphate acceptor concentration; P05186; purified TNAP, CDP-star luminescence, 1 M DEA; inhibition, % at 20 µM; actives 0.03% (n = 200,000);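 active means over 50% inhibition of tissue-nonspecific alkaline phosphatase at 20 µM in the single-dose screen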;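 further: plate controls were DMSO wells for no effect and EDTA-quenched wells as full inhibition for full effect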
# PMI act hi M6P: increases human PMI activity with near-saturating mannose 6-phosphate. P34949. AID 1216. actives 0.34% (n = 190,000). activation factor at 20 µM. coupled PMI enzyme assay, resazurin fluorescence, 20 min; stronger effect = higher value; 1 = untreated enzyme, 0 = substrate-free blank;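 active means activation factor of 2 or more at 20 µM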
#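 Material: human phosphomannose isomerase with PGI, G6PDH, diaphorase coupling enzymes / Reagent: Man-6-P substrate 1.0 mM / Dosing: single compound dose of 20 µM, 1% DMSO final / Incubation: enzyme reaction with compound 20 min at room temperature / Signal: resorufin fluorescence (Ex 544/Em 590 nm) from resazurin via diaphorase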
# TNAP act hiacc: TNAP (human) activation, high acceptor | P05186 | purified TNAP, CDP-star luminescence, 1 M DEA, 30 min; stronger effect = higher value; 0 = EDTA background, 1 = DMSO-only activity | activation factor at 20 µM | 200,000 tested, under 10 active | AID 1136;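 active means activation factor at least 2 at 20 µM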
#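 Assay system: human TNAP; Input: enzyme diluted 1/800 final; Reagent: CDP-star luminogenic substrate at 100 µM final; Timing: 30 min, room temperature; Signal: luminescence; Evaluation: TNAP activation factor scaled between EDTA and DMSO control wells.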
# FLuc stim CS: affects firefly luciferase, flagging false hits in luciferase stimulation screens | activation factor at 10 µM | AID 1027 | 200,000 tested, under 10 active | ATPlite luciferase biochemical, luminescence, 10 min; 0 = ATP-free wells, 1 = DMSO control;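 active means luciferase activation factor, scaled between plate controls, of at least 2 with compound at 10 µM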
# Target sequence (P08659 whole entry, looked up): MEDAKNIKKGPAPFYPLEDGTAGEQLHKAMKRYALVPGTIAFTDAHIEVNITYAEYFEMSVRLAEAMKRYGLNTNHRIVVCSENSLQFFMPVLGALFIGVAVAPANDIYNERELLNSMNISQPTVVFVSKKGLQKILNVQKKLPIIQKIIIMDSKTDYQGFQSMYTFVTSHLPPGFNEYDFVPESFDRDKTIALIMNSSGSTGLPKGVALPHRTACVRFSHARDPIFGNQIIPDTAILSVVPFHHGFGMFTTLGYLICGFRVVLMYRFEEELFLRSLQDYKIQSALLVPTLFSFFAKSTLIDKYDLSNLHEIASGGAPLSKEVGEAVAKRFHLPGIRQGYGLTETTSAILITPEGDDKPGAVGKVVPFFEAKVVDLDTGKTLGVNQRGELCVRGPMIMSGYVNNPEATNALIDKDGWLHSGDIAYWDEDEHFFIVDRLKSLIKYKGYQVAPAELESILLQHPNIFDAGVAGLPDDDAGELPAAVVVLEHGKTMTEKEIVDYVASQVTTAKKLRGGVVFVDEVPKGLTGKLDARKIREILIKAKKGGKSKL
#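 System: luciferase plus luciferin reagent, cell-free; medium: PBS as buffer for the ATP substrate; dosing: test compounds dosed from 2 mM stocks in 100% DMSO; timing: 10 min post-reagent at room temperature; measured by: luminescence measurement of luciferase light output; evaluation: luciferase activation, seen as luminescence increase over controls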
# Diaph inh CS: counter-screen for diaphorase-based assays: diaphorase inhibitors and chemical oxidizers. diaphorase resazurin-to-resorufin fluorescence, NADH, 16 min; bacterial (C. kluyveri) enzyme, not human. inhibition, % at 20 µM. actives 0.69% (n = 190,000). AID 1217;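 active means primary screen inhibition at 20 µM above a set limit, cut at about 50% in these data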;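 further: plate controls were DMSO with full reaction for no effect and wells lacking NADH for full effect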
#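 Test system: bacterial diaphorase enzyme (C. kluyveri); Quantity: 0.14 U/mL diaphorase, enzyme working solution; Times: reaction incubation of 16 min at room temperature; Measured by: fluorescence of resorufin formed from resazurin, Ex 544/Em 590 nm; Benchmarks: positive control minus NADH, DMSO neutral control.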
# Diaphorase act: diaphorase activation or chemical reduction counter-screen. actives 0.005% (n = 190,000). Diaphorase/resazurin coupled assay, resorufin fluorescence, 16 min; stronger effect = higher value; 1 = vehicle wells, 0 = NADH-free wells. activation factor at 20 µM;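 active means diaphorase activity raised at least twofold by the compound at 20 µM; inactive means activation factor below 2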
#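 Material: purified diaphorase enzyme from Clostridium kluyveri; Also added: 0.114 mM NADH and 0.1 mM resazurin, final amounts; Doses: single compound dose of 20 µM, 1% DMSO final; Times: 16 min enzyme reaction, ambient temperature; Detection: resorufin fluorescence, excitation 544 nm, emission 590 nm; Measure: increased resorufin signal from activators or reducing compounds.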
# HMGR II inh: blocks class II HMG-CoA reductase of Enterococcus faecalis | purified E. faecalis HMGR, NADPH absorbance 340 nm kinetic | inhibition, % at 10 µM | actives 0.41% (n = 190,000);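 active means inhibition above a set limit, the median over all tested compounds plus 3 SD, cut at about 9.5% in these data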;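 further: enzyme runs in reverse so mevalonate oxidation gives rising NADPH absorbance; 0% = complete reaction with DMSO and 100% = background rate lacking mevalonate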
# An asterisk follows results filed as active; . = no result given. Rows are unselected; about 1.7% have a hit in one of these screens.
# The opening two compounds, to show the layout:
SMILES,TNAP inh no acc,PMI act,G6PDH counter,TNAP inh hiacc,PMI act hi M6P,TNAP act hiacc,FLuc stim CS,Diaph inh CS,Diaphorase act,HMGR II inh
COCC(C)n1c(SCc2ccc(C(=O)OC)o2)nc2ccccc2c1=O (configuration not stated),-3,0.9,-1,1,1,1,1,5,0.9,-10
CC1=Nc2ccccc2/C1=C\c1nc(-c2ccc(F)cc2)oc1O,16,0.9,-1,3,1,1,1,10,0.9,-4

# This part in full, repeating the preview:
SMILES,TNAP inh no acc,PMI act,G6PDH counter,TNAP inh hiacc,PMI act hi M6P,TNAP act hiacc,FLuc stim CS,Diaph inh CS,Diaphorase act,HMGR II inh
COCC(C)n1c(SCc2ccc(C(=O)OC)o2)nc2ccccc2c1=O (configuration not stated),-3,0.9,-1,1,1,1,1,5,0.9,-10
CC1=Nc2ccccc2/C1=C\c1nc(-c2ccc(F)cc2)oc1O,16,0.9,-1,3,1,1,1,10,0.9,-4
CC(C)n1nc(C(=O)Oc2cccc(Cl)c2Cl)c2ccccc2c1=O,-18,1,-6,-3,1.1,1,1.1,7,0.9,-5
O=C(CN1CCCC1)N1c2ccccc2Sc2ccc(C(F)(F)F)cc21,-8,1.2,-2,-2,1.2,1,1,-1,1,-4
Cc1ccc(CN2C(=O)CCC2C(=O)NCc2ccccc2Cl)cc1 (configuration not stated),-7,0.9,13,4,0.9,1,1,8,0.9,1
CSc1ccc(/C=N/n2c(C)cc(C)cc2=O)cc1,-10,1,3,-6,1,1.1,0.8,9,0.9,-1
COc1ccc(/C(O)=C(\C#N)c2nc3ccccc3n2C)cc1OC,-10,1,-1,-5,1,1.1,1,20,0.8,2
CNC(=S)/N=C(/Nc1ccccc1)c1ccccc1,-11,1,4,-5,1,1,1.1,13,0.9,1
CN1C(=O)c2ccc(NC(=O)C3CCCCC3)cc2C1=O,2,1.1,13,-8,1,1.1,1.1,12,0.9,4
Cc1cc(C)nc(SC2c3cccc4cccc(c34)C2NS(=O)(=O)c2ccccc2)n1 (configuration not stated),-6,0.9,-7,0,1,1,1.1,20,0.8,-4
O=C(NCC1CCCN(C(=O)c2cccnc2)C1)c1ccc(-c2ccccc2)cc1 (configuration not stated),-6,0.9,10,-9,1.1,1.1,1,-13,1.1,-2
O=C(COc1ccc2ccccc2c1)NC1=NCCS1,-1,1,8,-10,1.2,1.1,0.5,0,1,0
CC(C)(C)c1ccc(OCc2nc(-c3ccccn3)no2)c(Br)c1,-9,0.8,-20,-4,0.9,1,1,15,0.8,-2
COc1ccccc1Nc1nc(-c2cccs2)cs1,-1,0.9,7,-1,0.7,1,0.9,35,0.7,1
Cn1cccc1/C=N/NC(=O)c1sc2cc(Cl)ccc2c1Cl,1,1,-20,0,1,1,1.1,7,0.9,0
Cc1cccc(CC(=O)Nc2c3c(nn2-c2cccc(Cl)c2)CS(=O)C3)c1 (configuration not stated),-16,1,2,-8,1,1.1,1.1,11,0.9,4
CC1(C)Cc2c(sc3ncnc(NNC(=S)NCc4ccccc4)c23)CO1,-94,0.9,5,1,1.1,1,1,3,1,-3
O=C(C1CCN(S(=O)(=O)c2cccc3nsnc23)CC1)N1CCCc2ccccc21,-5,1.1,4,-1,1,1,1.1,12,0.9,2
O=C(Nc1ccc(Cl)c(Cl)c1)c1ccc(Cn2cc(Cl)cn2)cc1,-3,0.8,-6,-1,0.9,1,1,28,0.7,-1
O=C(NCc1cccnc1)C1CCCN(S(=O)(=O)c2ccc(Cl)cc2)C1 (configuration not stated),-2,0.9,27,0,0.9,1,1,15,0.9,-1
O=C(Cn1ncc2c(=O)oc3ccccc3c21)N1CCCN(Cc2ccccc2F)C1,-7,0.9,-18,-4,0.9,1,1.1,21,0.8,-9
CC1(C)CC(=O)C(C=NCCN2CCN(C(=S)NC3CCCCC3)CC2)=C(O)C1,-5,1.1,1,4,1.1,1,1,-9,1.1,1
Cc1cc(C)c(C#N)c(Nc2ccc3c(c2)OCCO3)n1,-5,1,-6,-2,0.9,1,1,22,0.8,2
Cc1ccc2c(c1)N(Cc1ccc3c(c1)OCO3)C(=O)C(C)O2 (configuration not stated),-12,0.9,0,-6,1,1.1,1.1,8,0.9,0
COc1ccc(C2CC(c3ccccc3)Nc3nc(N)nn32)cc1 (configuration not stated),-17,1.1,-3,-8,1,1.1,1.1,11,0.9,-7
Cc1ncc([N+](=O)[O-])n1CCOC(=O)NC(NCc1ccccc1Cl)C(Cl)(Cl)Cl (configuration not stated),-3,0.9,16,0,1,1,1.1,9,0.9,-2
COc1ccc(C(C)(C)C)cc1NC(=O)c1ccoc1C,-2,0.9,-5,-2,0.9,1,1.1,6,0.9,-7
CCOC(=O)N1CCN(S(=O)(=O)c2ccc(C(=O)Nc3nnc(CSC)o3)cc2)CC1,-10,1,9,-4,1,1,1.1,20,0.8,-1
O=C1C=C(NCc2ccco2)CC(c2ccc(Cl)cc2)C1 (configuration not stated),-10,0.9,3,-4,0.9,1,1.1,17,0.8,0
CC/C(=N\NC(=O)OC)c1ccc(OC(F)F)cc1,-8,0.9,1,2,0.9,1,1,9,0.9,0
COC(=O)c1ccccc1NC=C1C(=O)OC2(CCCCC2)OC1=O,-9,0.8,6,-1,0.9,1,1,26,0.7,0
COC(=O)C1=C(C)N(CCc2ccc(OC)c(OC)c2)C(=O)/C1=C\c1ccc(O)cc1,26,1,-19,26,0.9,0.7,1.1,17,0.8,-7
Cc1ccccc1/C=C/C(=O)NCC(=O)N1CCC(N(C)C2CCCCC2C)CC1 (configuration not stated),-11,1.1,-5,-1,1.1,1,1,-1,1,-1
O=C(CN1CCC(O)CC1)N1c2ccccc2C=Cc2ccccc21,-14,1,18,-5,1,1.1,1,9,0.9,-3
COc1ccc(C)cc1NC(=O)Nc1cccc(C)c1,-4,0.9,-2,0,0.9,1,1,22,0.8,5
CCC(C)NS(=O)(=O)c1ccc(S(=O)(=O)Nc2cc3c(cc2C(C)=O)OCO3)cc1 (configuration not stated),-13,0.9,7,-4,0.8,1,1,25,0.7,-4
OC1CCCN(Cc2cccc3ccccc23)C1 (configuration not stated),-6,0.9,-2,2,0.9,1,1,13,0.9,-8
CN(Cc1ccccc1)c1ccc([N+](=O)[O-])cc1C(=O)O,6,1.1,1,11,1,0.9,1.1,12,0.9,0
Cc1ccc(NC(=O)NC(=O)N(C(C)C)S(C)(=O)=O)nc1,18,1.1,6,-3,1.1,1,1,-5,1,0
COC(=O)c1cc2c(cc1Cl)SC(=NCCCN1CCOCC1)NS2(=O)=O,-8,1.1,4,2,1.4,1,1,4,1,-7

# Single entries from above:
# `Cc1ccccc1/C=C/C(=O)NCC(=O)N1CCC(N(C)C2CCCCC2C)CC1` (configuration not stated) in G6PDH counter has -5
# `COC(=O)c1ccccc1NC=C1C(=O)OC2(CCCCC2)OC1=O` in PMI act hi M6P has 0.9
# `O=C(CN1CCC(O)CC1)N1c2ccccc2C=Cc2ccccc21` in FLuc stim CS has 1
# `COC(=O)c1cc2c(cc1Cl)SC(=NCCCN1CCOCC1)NS2(=O)=O` in G6PDH counter has 4

# Continued.
SMILES,TNAP inh no acc,PMI act,G6PDH counter,TNAP inh hiacc,PMI act hi M6P,TNAP act hiacc,FLuc stim CS,Diaph inh CS,Diaphorase act,HMGR II inh
Cc1c2ccccc2nc2c(F)c(NCCO)c(F)c(F)c12,-2,1,6,4,0.7,1,0.9,53*,0.5,-10
O=C(O)c1cccc(CSc2nnc(-c3ccco3)o2)c1,-10,1,0,1,1.1,1,1,7,0.9,0
CCC(=O)N1c2ccccc2-c2nnc(SC)nc2OC1c1ccc(N(C)C)cc1 (configuration not stated),-8,1.1,6,-4,1,1,1,18,0.8,0
Cc1ccc(C(=O)NCCNc2ccc(Cl)cc2[N+](=O)[O-])o1,12,0.9,8,15,0.9,0.9,1.1,19,0.8,5
O=C(COc1ccccc1[N+](=O)[O-])N/N=C/c1cccs1,-19,1,-5,-5,1,1,1,7,0.9,-2
Cc1cc(Cl)ccc1OCc1cn2cccnc2n1,-10,1,4,-1,1,1,0.5,2,1,-8
COc1cc(/C=N/Nc2nc3ccccc3[nH]c2=O)ccc1O,-47,1,-5,12,1,0.9,0.5,16,0.8,2
O=S(=O)(c1ccccc1)N1CCN=C1SCc1ccccc1,-2,1,4,3,1,1,1,10,0.9,-1
Nn1c(SC/C=C/c2ccccc2)nnc1-c1ccccn1,-3,1.1,6,-9,1.1,1.1,1.1,4,1,-3
CC(C)n1cc(NC(=O)c2cc(-c3ccccc3)on2)cn1,-15,0.9,-4,-4,1,1,1,23,0.8,0
Cc1c(/C=N/O)c2ccccn2c1C=O,-6,1.1,1,2,1,1,1,-1,1,3
Cc1ccc(SCc2cc(=O)[nH]c(Nc3nc(C)c4cccc(C)c4n3)n2)cc1,-6,0.9,-1,2,0.9,1,1,5,1,-3
CCN(CC)CCCN1C(=O)C(=O)/C(=C(/O)c2ccccc2)C1c1cc(OC)ccc1OC (configuration not stated),-6,1,1,-5,1,1.1,1,10,0.9,.
COc1ccc(C(=O)Nc2cnc3ccccn3c2=O)cc1,-17,1,5,-3,1.1,1,0.9,3,1,-4
CCN1C(=O)/C(=C2/C(=O)N3c4c(cc(OC(C)=O)cc42)C(C)=CC3(C)C)SC1=S,14,1.2,-4,23,1.1,0.8,1,8,0.9,-1
CN(CC(=O)Nc1ccc(Cl)cc1)C(=O)c1cccc(S(=O)(=O)N(C)C)c1,3,0.9,4,-2,1,1,1.1,9,0.9,4
Nc1nonc1-n1nnc(C(=O)N/N=C/c2cccc(Cl)c2)c1CSc1ccc(Cl)cc1,-2,1.1,-6,4,1.1,1,1,-14,1.1,1
O=C(Nc1ncn[nH]1)c1ccccc1Br,7,1.1,4,0,1,1,1.1,12,0.9,1
N#C/C(=C\c1cn[nH]c1-c1ccc(Cl)cc1)C(=O)NCc1ccccc1,-5,0.9,1,-3,0.9,1,1,6,0.9,-7
CCCC(=O)Oc1ccc(N(C(=O)CCC)S(=O)(=O)c2cccc([N+](=O)[O-])c2)cc1,-18,0.9,-10,-6,0.9,1.1,1,16,0.8,0
CCOc1cc(NC(=S)NCC2CCCO2)c(OCC)cc1NC(=O)CC (configuration not stated),-5,0.9,8,-5,0.9,1.1,1.1,15,0.8,1

# Source: PubChem BioAssay
